RmlCD inh mix – RmlC and RmlD coupled enzyme inhibitors, primary screen, biochemical, 384-well, compound mixtures, retest. inhibition, % at 5.5 µM. RmlC/RmlD coupled enzyme inhibition, 384-well mixture HTS. 110,000 compounds, 0.39% hits; in the data active = inhibition above about 30%, passing the limit was not always enough; inconclusive = no clear call, values can overlap the other calls; also: strong numbers were not always called active
HIV RNase H inh – HIV-1 RT RNase H inhibitors, primary screen, biochemical, fluorescence; Gag-Pol polyprotein (Human immunodeficiency virus type 1 group M subtype B (isolate …; 65,000 compounds, 1.9% hits; AID 565, 2006; inhibition, % at 10 µM; RT-RNase H RNA/DNA duplex cleavage; in the data active = inhibition above about 50%
Active calls of the source: *; ? = inconclusive; . = no result given. Only part of the results is shown. The share of hits here may be higher or lower than overall.

Sample of the layout, 2 compounds:
SMILES	RmlCD inh mix	HIV RNase H inh
COc1ccc(C2/C=C\CN(CC3CC3)CC(=O)N2Cc2ccc(F)cc2)cc1 (centres undefined)	8	.
Cc1cc(Cl)ccc1Oc1cccc(C(=O)/C(C#N)=C/N(C)C)c1	3	.

Results, previewed entries included:
SMILES	RmlCD inh mix	HIV RNase H inh
COc1ccc(C2/C=C\CN(CC3CC3)CC(=O)N2Cc2ccc(F)cc2)cc1 (centres undefined)	8	.
Cc1cc(Cl)ccc1Oc1cccc(C(=O)/C(C#N)=C/N(C)C)c1	3	.
COc1ccc(-n2nnc3c(=O)n(CC(=O)OCc4ccccc4)cnc32)cc1	-2	-6
Cc1ccc(-c2cc(C(=O)NC3=NCCS3)c3cc(Br)ccc3n2)o1	10	95*
COc1cc(C(=O)NCCC2=CCCCC2)cc(OC)c1OC	5	-8
CCOC(=O)NC(Nc1nnc(C)s1)(C(=O)OCC)C(F)(F)F (centres undefined)	9	9
CCn1c(SCC(=O)Nc2nc(C)cs2)nnc1-c1cccnc1	-6	-7
COc1cc(Nc2ccccn2)cc(C(=O)Nc2cccc(C(F)(F)F)c2)c1	6	.
Cc1cc(C)n2nc(C(=O)NCCc3ccccc3)nc2n1	-12	.
COc1ccc(-c2cc(C(F)(F)F)nc(SCCC(=O)N3CCCC3)n2)cc1	-1	.
Cc1ccc(-c2nnc3n2N=C(c2ccccc2Br)CS3)cc1	-8	-24
CCCSc1nsc(SCCC)c1C(N)=O	-11	9
COC(=O)c1c(C)[nH]c(C(=O)C(Cc2ccccc2)N(C)C)c1C (centres undefined)	5	-3
C=CCc1cc(C)ccc1OCC(O)CN1CCN(c2ccccc2)CC1 (centres undefined)	7	-3
Cc1ccccc1Cn1c(CN2CCN(C(=O)c3ccco3)CC2)nc2c1c(=O)n(C)c(=O)n2C	-12	-5
CNCCCc1ccccc1	7	.
CCc1nc2ccccc2n1CCC(C)C	-7	-45
O=C(CSc1nc(-c2ccccc2)c(-c2ccccc2)[nH]1)NCCN1C(=O)CSC1=O	-13	.
CCNC(=S)NS(=O)(=O)c1ccc(CC)cc1	?	.
N#CCCSc1ccccc1NC(=O)c1ccc(S(=O)(=O)N2CCCC2)cc1	-12	-3
Cn1cnnc1-c1cccc(NS(=O)(=O)c2ccc(N3CCCC3=O)cc2)c1	97	5
CCc1ccc(/C=N/NC(=O)c2cc(-c3ccccc3OC)nc3ccccc23)s1	2	.
CCOC(=O)N1CCN(C(=O)CNC(=O)Cc2ccc(Cl)cc2)CC1	1	14
COc1ccc(C(C#N)Nc2ccccc2C)cc1 (centres undefined)	4	.
Cn1c(NC(=O)c2cccnc2)nc2ccccc21	5	8
COc1cccc(C2CC(c3ccccc3Cl)n3nnnc3N2)c1 (centres undefined)	-1	-15
Cc1ccc(C(=O)COc2nc(C)cc(C)c2C#N)cc1	12	.
Cc1ccc(NC(=O)CSc2nnc(C)n2-c2ccccc2)cc1	2	.
CC1Cc2ccccc2N1C(=O)CSc1nnc(-c2ccccc2)c(-c2ccccc2)n1 (centres undefined)	17	.
CCOC(=O)c1cccc(NC(=O)C2CCCN(S(=O)(=O)c3c(C)n[nH]c3C)C2)c1 (centres undefined)	.	-6

Ordered by count of non-hydrogen atoms (lowest first): part of the list above.
SMILES	RmlCD inh mix	HIV RNase H inh
CNCCCc1ccccc1	7	.
CCc1nc2ccccc2n1CCC(C)C	-7	-45
CCNC(=S)NS(=O)(=O)c1ccc(CC)cc1	?	.
COc1ccc(C(C#N)Nc2ccccc2C)cc1 (centres undefined)	4	.
Cc1ccc(C(=O)COc2nc(C)cc(C)c2C#N)cc1	12	.
Cc1cc(C)n2nc(C(=O)NCCc3ccccc3)nc2n1	-12	.
Cc1ccc(-c2nnc3n2N=C(c2ccccc2Br)CS3)cc1	-8	-24
COC(=O)c1c(C)[nH]c(C(=O)C(Cc2ccccc2)N(C)C)c1C (centres undefined)	5	-3
CCOC(=O)N1CCN(C(=O)CNC(=O)Cc2ccc(Cl)cc2)CC1	1	14
C=CCc1cc(C)ccc1OCC(O)CN1CCN(c2ccccc2)CC1 (centres undefined)	7	-3
N#CCCSc1ccccc1NC(=O)c1ccc(S(=O)(=O)N2CCCC2)cc1	-12	-3
CCc1ccc(/C=N/NC(=O)c2cc(-c3ccccc3OC)nc3ccccc23)s1	2	.
O=C(CSc1nc(-c2ccccc2)c(-c2ccccc2)[nH]1)NCCN1C(=O)CSC1=O	-13	.
CC1Cc2ccccc2N1C(=O)CSc1nnc(-c2ccccc2)c(-c2ccccc2)n1 (centres undefined)	17	.
Cc1ccccc1Cn1c(CN2CCN(C(=O)c3ccco3)CC2)nc2c1c(=O)n(C)c(=O)n2C	-12	-5

Next section
SMILES	RmlCD inh mix	HIV RNase H inh
CC(C)c1nnc(NC(=O)c2ccc(N3C(=O)CCC3=O)cc2)s1	7	-2
COc1ccc(C2(C(=O)N3CCOCC3)CCOCC2)cc1OC	-145	-1
CCCC1(C(=O)OCC)NC(c2ccc(N(C)C)cc2)C2C(=O)N(c3ccccc3)C(=O)C21 (centres undefined)	6	1
COc1ccc(-n2nc3c(c2NC(=O)C2CCCC2)CS(=O)C3)cc1 (centres undefined)	-4	-6
Cn1ncc2nnn(-c3ccccc3)c(=O)c21	-14	-3
CCCCc1nc2c(=O)[nH]c3ccccc3c2o1	3	-17
CC(NC(=O)c1cc(-c2ccc(Br)cc2)on1)c1ccccc1 (centres undefined)	2	-27
Cc1nc2ccc(N=NC3=C(O)CCCC3=O)cc2s1	-6	.
CC1CCCN(C(=O)CSc2nnc(-c3cccnc3)n2C2CCCCC2)C1 (centres undefined)	10	-3
CCCc1nc(-c2ccc(-c3ccc(F)cc3)cc2)no1	-5	5
Cn1c(SCC(=O)Nc2ccc3c(c2)oc2ccccc23)nnc1-c1ccccc1	4	33
Cc1cc(C)nc(N2CCCC(C(=O)Nc3ccc4nc(C)c(C)nc4c3)C2)n1 (centres undefined)	12	-3
Cn1c(SCc2cc(=O)n3cc(Br)ccc3n2)nnc1C1COc2ccccc2O1 (centres undefined)	59	11
NC(=O)c1ccccc1NC(=O)CCN1C(=O)c2ccccc2C1=O	5	.
O=C(NCc1ccco1)C1CCCN(S(=O)(=O)c2ccc(Cl)cc2)C1 (centres undefined)	13	.
CCOC(=O)C(C)c1nn(C)c(=O)c2ccccc12 (centres undefined)	2	-59
CN(Cc1ccccc1)C(=O)C1CCN(Cc2ccc(F)cc2)CC1	-6	-3
Cc1cccc(N2CCN(C(=O)C(C)n3nc(C)n4c(cc5occc54)c3=O)CC2)c1C (centres undefined)	-60	.
Fc1ccc2[nH]c3c(N4CCN(Cc5ccc6c(c5)OCO6)CC4)ncnc3c2c1	.	9
CNC(=O)CSc1nc2nn(-c3ccccc3)c(=O)c-2c2n1CCCCC2	-10	.
CC(C)Sc1nnc([C@H](C)NC(=O)OC(C)(C)C)o1	0	-10
COc1ccc(NC(=O)CN2CCCC(C)C2)c([N+](=O)[O-])c1 (centres undefined)	10	.
CCOCCCNC(=O)C1CCN(S(=O)(=O)N2CCCCC2)CC1	.	0
Cc1ccc(S(=O)(=O)N2CCN(C(=O)c3ccccc3)C2C(C)C)cc1 (centres undefined)	-27	-8
COc1ccc(N2CCN(C(=O)c3ccc4c(Cl)c5c(nc4c3)CCCC5)CC2)cc1	-4	.
COc1ccc(OC)c(-c2nnc(SCC(=O)N3CCCc4ccccc43)o2)c1	-13	-5
O=C1CSC(c2cn(-c3ccccc3)nc2-c2ccccc2)N1Cc1ccco1 (centres undefined)	-10	-38
O=C(Nc1ccccn1)c1cccc(S(=O)(=O)N2CCCCC2)c1	-8	-2
COc1ccc(OC)c2sc(N3CCN(c4ccccc4)CC3)nc12	5	75*
COC(=O)CSC1=C(C#N)C(c2cccc(OC)c2)CC(=O)N1 (centres undefined)	0	-22
COc1ccc(/C=C/C(=O)Oc2ccc(/C=N/NC(=O)COc3c(C)cccc3C)cc2)cc1	44	.
Nc1c(C(=O)Nc2nc3ccccc3s2)sc2nc(-c3cccs3)ccc12	21	.
Cc1cc(C)c2[nH]c(=O)c(C(c3nnnn3Cc3ccc4c(c3)OCO4)N3CCCCC3)cc2c1 (centres undefined)	7	15
O=C(Nc1ccccc1)N(CCCN1CCOCC1)Cc1ccccc1F	6	-1
COC(=O)c1ccc(CN2C(=O)c3ccccc3S2(=O)=O)cc1	-55	-45
O=C(Nc1cccnc1)C1CC(c2ccc(Cl)c(Cl)c2)=NO1 (centres undefined)	-6	-15
CCCc1nc(C)c(-c2ccc(OC)c(OC)c2)c(=O)[nH]1	12	-2
CCOC(=O)c1cccc(NC(=O)CCc2nc(-c3ccccc3F)no2)c1	10	-3
Cn1c(=O)[nH]c(=O)c2c1ncn2CCN1CCCCC1	4	-5
CC(=O)C1=C(C)N(Cc2ccccc2)C(=O)N[C@H]1c1cccc(C(F)(F)F)c1	-9	.
Oc1ccc(N2CCN(c3ncnc4sc5c(c34)CCC5)CC2)cc1	6	-33
CSC1=NC2(CCCCC2)C2=C(CCCC2)N1	-11	-5
CC(=O)Nc1ccc(SCC(=O)N(CCC#N)c2ccc(C)cc2)cc1	6	7
CCc1nc2ccccc2n1CC(=O)N1CCN(S(=O)(=O)c2cccc(C(F)(F)F)c2)CC1	15	-5
O=C1N=C(N2CCOCC2)S/C1=C1\C(=O)N(Cc2ccccc2)c2ccc(Br)cc21	.	12
Cc1ccc(C)c(-n2c(SCC(=O)Nc3nnc(C)s3)nnc2-c2ccoc2C)c1	1	3
O=C(CCc1ccccc1)N1CCN(c2ccc(Cl)cc2)CC1	7	.
O=C(CCNS(=O)(=O)c1ccc(Br)cc1)NCc1ccc2c(c1)OCO2	-50	-7
O=C(CSc1ccccc1C(=O)NCCCN1CCCC1=O)NCc1ccco1	2	8
CN1CCc2nc(SCC(=O)OC(C)(C)C)c(C#N)cc2C1	.	6

The list continues:
SMILES	RmlCD inh mix	HIV RNase H inh
COc1ccc(C(=O)O)cc1S(=O)(=O)Nc1cccc(C)c1	2	-8
O=C(CCNC(=O)Cn1cnc2ccccc2c1=O)NCC1COc2ccccc2O1 (centres undefined)	-14	-6
Cc1ccc(C(=O)CSc2nnc(-c3ccco3)o2)o1	-6	-9
CCOC(=O)c1c(NC(=O)CSc2n[nH]c(-c3ccco3)n2)sc(C)c1C	9	-55
CCc1ccccc1S(=O)(=O)Cc1ccc(C(=O)NC(C)C)o1	-172	-9
Cc1ccc(N2CCN(c3ccc(C)cc3)C2c2ccncc2)cc1	24	-9
CC1Cn2c(nnc2-c2cc3ccccc3cc2O)S1 (centres undefined)	1	-1
Cc1cc(O)c(-c2cc(C(=O)NCc3ccc4c(c3)OCO4)[nH]n2)cc1C	-57	41
O/N=C1\CCC2CN(C3CCCCC3)CC2C1 (centres undefined)	.	1
Cc1ccc(NC(=O)NCCCN2CCOCC2)cc1	-7	-7
COc1cc(OC)nc(NC(=O)CN2CCN(c3ccc(F)cc3)CC2)n1	-9	6
COc1cccc(COCCN2CCN(S(=O)(=O)c3ccc(C)cc3)CCC2=O)c1	-7	.
CCN1CC2=C(OC(N)=C(C#N)C2c2cccs2)/C(=C\c2cccs2)C1 (centres undefined)	-6	.
c1cncc(CNc2ccc3c(c2)OCO3)c1	11	.
Cc1ccc(C(=O)CSc2nccn2-c2ccccc2)cc1	4	.
O=C(N1CCOCC1)N(Cc1ccccc1)c1ccccn1	-1	-4
COc1ccc(C2C(C#N)=C(N)OC3=C2C(=O)CC(C)C3)c(OC)c1OC (centres undefined)	-9	1
CC1(C)CC(=O)C2=C(C1)N(c1ccccc1)C(N)=C(C#N)C2c1ccsc1 (centres undefined)	-6	.
c1coc(CSCc2cn3cccnc3n2)c1	4	-6
COc1ccc(Cl)cc1C(=O)Nc1ccc2c(c1)OCO2	-10	-90
COc1ccc(C2C(C(=O)NCc3ccccn3)c3ccccc3C(=O)N2C)cc1OC (centres undefined)	5	-7
CC(=O)OCC(=O)[C@@]1(O)CC[C@H]2[C@@H]3CCC4=CC(=O)CC[C@]4(C)[C@H]3[C@@H](O)C[C@@]21C	10	-14
CCC1CCCCN1S(=O)(=O)c1ccc(C(=O)Nc2nnc(-c3ccccc3Cl)o2)cc1 (centres undefined)	3	27
CCSc1nnc([C@@H](N)Cc2c[nH]c3ccccc23)o1	-12	-2
COc1ccc(C2CC(=O)Oc3cc(O)cc(O)c32)cc1 (centres undefined)	10	.
CC(C)(C)c1ccc(NC(=O)c2ccc3c(c2)S(=O)(=O)c2ccccc2C3=O)cc1	3	.
O=C1OCCC1Sc1ncnc2sc3c(c12)CCC3 (centres undefined)	8	-26
COc1ccc(CC(=O)Nc2ccc(-c3cn4ccccc4n3)cc2)cc1	11	.
Cc1nc(SCC(C)C)[nH]c(=O)c1Cc1ccccc1	7	-15
CN(C(=O)c1ccccn1)C1(C(=O)NC2CCCCC2)CCCCC1	-13	.
O=S(=O)(c1ccccc1Cl)N1CCCC1c1nc(-c2cccc(Cl)c2)no1 (centres undefined)	-5	.
CC(C)c1nc(SCc2ccccn2)c2c(=O)n(C)c(=O)n(C)c2n1	-12	-24
CCC1S/C(=N/N=C/c2cccs2)NC1=O (centres undefined)	19	.
COC(=O)COc1ccc(S(=O)(=O)N2CCOCC2)cc1	2	-6
O=C(Cc1cn2ccsc2n1)OCc1ccccc1	-11	-28
C[C@]12CC[C@@H](O)C[C@@H]1CC[C@@H]1[C@@H]2CC[C@]2(C)C(=O)CC[C@@H]12	-18	.
COc1cccc2c(C)c(C(=O)O)[nH]c12	4	3
N#Cc1nc(-c2ccccc2)oc1NCCN1CCCCC1	43	-55
COc1ccc(NS(=O)(=O)c2ccc(O)c(C(=O)OCC(=O)N3CC(C)OC(C)C3)c2)cc1 (centres undefined)	13	-3
Nc1cccc(C(=O)Nc2ccco2)c1	9	7
Cc1noc(C)c1C(=O)NC(C)c1ccc2c(c1)OCO2 (centres undefined)	9	8

High-throughput results deposited in PubChem by several laboratories.
